TROY signal inh = inhibitors of TROY-driven NF-kB signaling, primary screen, Q293 LMP1-TROYcd cells, NF-kB luciferase, uHTS; Q293 LMP1-TROYcd NF-kB luciferase reporter, 4 h; inhibition, % at 10 µM; 360,000 compounds, 0.98% hits; AID 1347056, 2019;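 active means compounds whose plate-normalised and pattern-corrected inhibition of the luciferase reporter signal at the single screening dose is 50% or more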
NCOA1 inh = SRC1 coactivator transcriptional activity inhibitors, primary screen, cell-based, luminescence. Nuclear receptor coactivator 1 (Homo sapiens), Q15788. HEK293 GAL4-SRC1 luciferase reporter. inhibition, % at 3.6 µM. 360,000 compounds, 0.12% hits. AID 588354, 2011;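 active means inhibition above the campaign mean plus 3 SD, with each screening campaign given its own cutoff, cut at about 60% in these data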;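 further: 0% = DMSO treated cells and 100% = gossypol at 36 µM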
NR5A2 inv ag = LRH-1 (NR5A2) inverse agonists, primary screen, cell-based, luminescence, HEK293T, StAR-luciferase reporter. Nuclear receptor subfamily 5 group A member 2 (Homo sapiens), O00482. inhibition, % at 3.6 µM. 360,000 compounds, 0.13% hits. AID 602396, 2012. LRH-1 transfected, 24 h;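 active means inhibition above the mean inhibition of all tested compounds plus 3 SD, cut at about 73% in these data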;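 further: 0% = DMSO wells and 100% = reporter-only cells lacking LRH-1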
NOD2-RIPK2 inh = NOD2-RIPK2 binding disruptors in cells, primary screen, fluorescence, CHO cells, BLA complementation; Receptor-interacting serine/threonine-protein kinase 2 (Homo sapiens), O43353; CCF4 ratio; inhibition, % at 4.98 µM; 360,000 compounds, 0.38% hits; in the data active means inhibition above about 21%;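 further: 0% = vehicle only and 100% = reference blocker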
EBV LMP1 NFkB = EBV LMP1-driven NF-kappaB luciferase reporter inhibitors, primary screen, cell-based, luminescence, single point; LMP1-induced NF-kappaB luciferase reporter cells; inhibition, % at 12.5 µM; 350,000 compounds, 0.69% hits; in the data active means inhibition above about 41%; inconclusive means no clear call, values can overlap the other calls;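 further: 0% = neutral control wells and 100% = reference inhibitor control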
C8 TRAIL sens = viability loss with TRAIL in NB7+C8 cells, primary screen, TRAIL sensitizer project, cell-based, ATPlite luminescence | 360,000 compounds, 1% hits | inhibition (viability loss, TRAIL sensitization), % at 10 µM | AID 624354, 2012;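 active means compounds causing at least 50% loss of cell viability in the single-dose screen, relative to plate controls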
SRC3 inh = SRC3 coactivator transcriptional activity inhibitors, primary screen, cell-based, luminescence | HEK293 GAL4-SRC3 luciferase reporter | 360,000 compounds, 0.17% hits | inhibition, % at 3.6 µM;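 active means inhibition above a per-campaign cutoff, the mean of all compounds plus 3 SD, cut at about 60% in these data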;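 further: 0% = DMSO-treated cells and 100% = gossypol-treated cells at 36 µM; higher means less SRC3-driven luciferase light from the GAL4 reporter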
TLR9-MyD88 block = inhibitors of TLR9-MyD88 association in cells, primary screen, cell-based, CHO, BLA complementation, fluorescence; Toll-like receptor 9 (Homo sapiens) + Myeloid differentiation primary response protein …; CCF4 FRET ratio; inhibition, % at 4.98 µM; 340,000 compounds, 0.21% hits; AID 504734, 2011;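 active means inhibition above the mean over all tested compounds plus 3 SD, cut at about 21% in these data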;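 further: 0% = DMSO only wells and 100% = clavulanate BLA inhibitor control wells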
SRC2 inh = inhibition of GAL4-SRC2 driven luciferase reporter, primary screen, SRC2 inhibitor project, cell-based, luminescence | HEK293 GAL4-SRC2 luciferase reporter | 370,000 compounds, 0.17% hits | inhibition, % at 9 µM | AID 651957, 2012;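 active means inhibition above the mean inhibition of all tested compounds plus 3 SD, set per campaign, cut at about 52% in these data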;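 further: 0% = DMSO treated cells and 100% = cells given Gossypol at 36 µM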
COUP-TFII inh = NR2F2 transcriptional activity inhibitors, primary screen, cell-based, luciferase reporter, HEK293T, luminescence | COUP transcription factor 2 (Homo sapiens), P24468 | HEK293T NGFI-A luciferase reporter | inhibition, % at 8.6 µM | 370,000 compounds, 0.7% hits | AID 686940, 2013;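 active means inhibition above a per-plate cutoff, mean inhibition of test wells between control levels plus 3 SD, cut at about 38% in these data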;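 further: cells cotransfected with COUP-TFII expression vector driving the NGFI-A reporter; 0% = median of COUP-TF2 test wells and 100% = reporter-only cells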
Vif imaging = HIV Vif self-association inhibitors, primary screen, imaging, HEK293T, single point; HEK293T cells, Vif self-association by quenched fluorescence, 24 h; inhibition, % at 7.49 µM; 340,000 compounds, 0.35% hits; in the data active means inhibition above about 50%, passing the limit was not always enough; inconclusive means no clear call, values can overlap the other calls; inactive means below about 31%; further: some results filed as inactive read as strong as hits
* hit, by the source's call; ? = inconclusive; · = no result given.

SMILES	TROY signal inh	NCOA1 inh	NR5A2 inv ag	NOD2-RIPK2 inh	EBV LMP1 NFkB	C8 TRAIL sens	SRC3 inh	TLR9-MyD88 block	SRC2 inh	COUP-TFII inh	Vif imaging
COc1cc2c(cc1OC)CN(C1CCC(C)CC1)CC2 (centres undefined)	0	18	0	-3	-2	-2	-5	-8	28	-13	4
CN(CCC#N)S(=O)(=O)c1ccc2c(c1)c(=O)n(C)c(=O)n2C	-26	-20	-1	-2	7	13	19	-2	-6	-8	5
O=C(CNS(=O)(=O)c1c(Cl)cccc1Cl)OCC(=O)c1ccc[nH]1	23	8	-23	-1	-7	-1	5	-2	1	-9	-6
COc1cc([N+](=O)[O-])ccc1NC(=O)CCCOc1ccccc1	14	7	-15	5	14	14	18	-1	3	-7	0
COc1ccc(S(=O)(=O)N2CCc3ccccc32)cc1[N+](=O)[O-]	19	-4	-7	-8	2	-2	-1	-6	15	16	-9
COc1cc(/C=C(\C#N)C(=O)NCC2CCCO2)ccc1OC(C)C (centres undefined)	-10	-22	-14	-7	-1	10	0	-10	-7	7	-1
CNC(=O)COC(=O)c1nc(-n2nc(C)cc2C)ccc1Cl	-18	-17	5	0	3	-9	1	5	-13	14	-6
CCc1nc(SCc2ccccc2)n[nH]1	-38	-14	-30	-3	8	-11	-30	-5	1	-9	-8
O=C(COC(=O)c1ccccc1OC(F)F)Nc1ccc(N2CCCCC2)cc1	-36	-22	11	0	4	1	-11	-12	-7	0	-2
CSc1nc(C)c(C(=O)C[n+]2ccccc2C)cc1C#N	-6	8	1	3	8	2	14	-4	-11	-2	-2
Cc1cc(Br)ccc1NC(=O)CCN1C(=O)c2ccncc2C1=O	-4	-29	2	-5	0	6	0	-3	-18	-13	2
O=C(Nc1ccc(CN2CCOCC2)cc1)c1cccc(F)c1	-29	-80	-58	-7	-28	19	-101	-10	-34	-40	6
COc1ccccc1NC(=O)c1c(NC(=O)c2ccco2)sc2c1CCC2	-13	6	9	9	-16	5	-7	-1	-16	1	0
CC1CCCCC12NC(=O)N(CC(=O)OCc1c(F)cccc1Cl)C2=O (centres undefined)	8	-3	-23	-2	4	-8	11	4	3	13	?
COc1ccc(CN(C(=O)CSc2nnc(-c3c[nH]c4ccccc34)o2)c2ccc(F)cc2)cc1OC	38	39	5	-2	36	45	26	-1	0	30	-21
Cc1ccc(C(O)c2ncc(-c3ccccc3C)[nH]2)cc1F (centres undefined)	-3	1	1	9	·	-12	-6	·	-13	2	-9
Cc1nc(=O)cc(-c2ccccc2)n1-c1ccccc1	6	2	14	-4	4	2	11	4	-15	-1	5
O=C(Nc1oc2ccccc2c(=O)c1-c1ccc2c(c1)OCO2)c1ccco1	-17	-15	12	-7	1	-6	7	-13	-36	-15	6
CCN(CC)P(=O)(Nc1ccc(C)cc1Br)c1ccc(N(C)C)cc1NC(=O)c1ccco1 (centres undefined)	26	-18	6	8	-8	0	2	-1	-6	1	-7
CC1CCN(CCCNC(=O)CCc2nnc3n(CCc4ccccc4)c(=O)c4ccccc4n23)CC1	-3	-11	-2	-7	-18	3	4	-4	-19	2	-6
CC(C)C(c1nnnn1C1CCCC1)N1CCC(C(N)=O)CC1 (centres undefined)	-16	-9	-3	-6	-3	-1	18	7	-25	-8	4

One compound at a time, as listed above. Order of values: TROY signal inh	NCOA1 inh	NR5A2 inv ag	NOD2-RIPK2 inh	EBV LMP1 NFkB	C8 TRAIL sens	SRC3 inh	TLR9-MyD88 block	SRC2 inh	COUP-TFII inh	Vif imaging
O=C(COC(=O)c1ccccc1OC(F)F)Nc1ccc(N2CCCCC2)cc1 reads -36	-22	11	0	4	1	-11	-12	-7	0	-2
COc1ccc(CN(C(=O)CSc2nnc(-c3c[nH]c4ccccc34)o2)c2ccc(F)cc2)cc1OC reads 38	39	5	-2	36	45	26	-1	0	30	-21

Arranged by number of heavy atoms (largest number first): part of the list above.
SMILES	TROY signal inh	NCOA1 inh	NR5A2 inv ag	NOD2-RIPK2 inh	EBV LMP1 NFkB	C8 TRAIL sens	SRC3 inh	TLR9-MyD88 block	SRC2 inh	COUP-TFII inh	Vif imaging
CC1CCN(CCCNC(=O)CCc2nnc3n(CCc4ccccc4)c(=O)c4ccccc4n23)CC1	-3	-11	-2	-7	-18	3	4	-4	-19	2	-6
CCN(CC)P(=O)(Nc1ccc(C)cc1Br)c1ccc(N(C)C)cc1NC(=O)c1ccco1 (centres undefined)	26	-18	6	8	-8	0	2	-1	-6	1	-7
O=C(COC(=O)c1ccccc1OC(F)F)Nc1ccc(N2CCCCC2)cc1	-36	-22	11	0	4	1	-11	-12	-7	0	-2
O=C(Nc1oc2ccccc2c(=O)c1-c1ccc2c(c1)OCO2)c1ccco1	-17	-15	12	-7	1	-6	7	-13	-36	-15	6
COc1ccccc1NC(=O)c1c(NC(=O)c2ccco2)sc2c1CCC2	-13	6	9	9	-16	5	-7	-1	-16	1	0
CC1CCCCC12NC(=O)N(CC(=O)OCc1c(F)cccc1Cl)C2=O (centres undefined)	8	-3	-23	-2	4	-8	11	4	3	13	?
COc1cc(/C=C(\C#N)C(=O)NCC2CCCO2)ccc1OC(C)C (centres undefined)	-10	-22	-14	-7	-1	10	0	-10	-7	7	-1
Cc1cc(Br)ccc1NC(=O)CCN1C(=O)c2ccncc2C1=O	-4	-29	2	-5	0	6	0	-3	-18	-13	2
CC(C)C(c1nnnn1C1CCCC1)N1CCC(C(N)=O)CC1 (centres undefined)	-16	-9	-3	-6	-3	-1	18	7	-25	-8	4
CNC(=O)COC(=O)c1nc(-n2nc(C)cc2C)ccc1Cl	-18	-17	5	0	3	-9	1	5	-13	14	-6
COc1cc2c(cc1OC)CN(C1CCC(C)CC1)CC2 (centres undefined)	0	18	0	-3	-2	-2	-5	-8	28	-13	4
Cc1nc(=O)cc(-c2ccccc2)n1-c1ccccc1	6	2	14	-4	4	2	11	4	-15	-1	5

Assay outcomes as filed in PubChem BioAssay.

These rows are one share of the data; the hit share may differ from the screen's.
